NCI-60 one-dose screen, 48 h, at 10 µM unless noted. Numbers give growth in % (100 = growth as untreated, 0 = no growth, -100 = all killed).
T-47D: T-47D breast cancer; 5% of 79,000 active; AID 1794792
MDA-MB-468: MDA-MB-468 breast cancer | 8.5% of 78,000 active
BT-549: BT-549 breast cancer. 4.4% of 78,000 active
MDA-MB-231: MDA-MB-231 breast cancer; 5% of 81,000 active
MCF7: MCF7 breast cancer. AID 1794796. 6.3% of 82,000 active
LOX IMVI: LOX IMVI melanoma; 7.4% of 79,000 active; AID 1794757
SK-MEL-28: SK-MEL-28 melanoma | 4.1% of 81,000 active
HS 578T: HS 578T breast cancer | 4.1% of 78,000 active | AID 1794788
The depositor's hits bear a star; . = no result given; & = joins results of further samples. Rule for the calls: active = growth percent below 10; inactive = the rest.

SMILES	T-47D	MDA-MB-468	BT-549	MDA-MB-231	MCF7	LOX IMVI	SK-MEL-28	HS 578T
O=C1CCSC(=S)N1CCc1ccccc1	96	85	109	105	82	94	101	90
COc1cc(C)cc2oc3oc(=O)c(-c4csc(-c5ccccc5)n4)cc3c(=O)c12	.	109	92	101	92	97	107	107
O=C(CNc1ccc(S(=O)(=O)Nc2ncccn2)cc1)Nn1c(COc2ccccc2)nc2ccccc2c1=O	84	88	101	53	92	94	96	75
Fc1cc2c(cc1Cl)N(c1ncnc3ccc(-c4ccc5n[nH]nc5c4)cc13)CC2	65	40	88	73	80	86	87	58
Nc1cccc(OCc2cccc([N+](=O)[O-])c2)c1	87	87	89	83	89	85	100	86
Clc1ccc(-c2csc(NN=C(c3ccccc3)c3ccccc3)n2)cc1	92	103	105	88	90	108	111	94
Nn1c(SCC(=O)Nc2cccc(Br)c2)nnc1-c1ccc(NC(=O)c2cccnc2)cc1	86	104	101	98	87	91	105	85
CN1CCN(c2nc(Cl)nc3c2ncn3CCCNc2ccnc3cc(Cl)ccc23)CC1	87	92	102	77	86	90	104	105
Nc1ccn([C@@H]2O[C@H](COP(=O)(O)O[C@@H]3C[C@H](n4cc(F)c(=O)[nH]c4=O)O[C@@H]3COP(=O)(O)O[C@@H]3C[C@H](n4cc(F)c(=O)[nH]c4=O)O[C@@H]3COP(=O)(O)O[C@@H]3C[C@H](n4cc(F)c(=O)[nH]c4=O)O[C@@H]3COP(=O)(O)O[C@@H]3C[C@H](n4cc(F)c(=O)[nH]c4=O)O[C@@H]3COP(=O)(O)O[C@@H]3C[C@H](n4cc(F)c(=O)[nH]c4=O)O[C@@H]3COP(=O)(O)O[C@@H]3C[C@H](n4cc(F)c(=O)[nH]c4=O)O[C@@H]3COP(=O)(O)O[C@@H]3C[C@H](n4cc(F)c(=O)[nH]c4=O)O[C@@H]3COP(=O)(O)O[C@@H]3C[C@H](n4cc(F)c(=O)[nH]c4=O)O[C@@H]3COP(=O)(O)O[C@@H]3C[C@H](n4cc(F)c(=O)[nH]c4=O)O[C@@H]3COP(=O)(O)O[C@@H]3C[C@H](n4cc(F)c(=O)[nH]c4=O)O[C@@H]3COP(=O)(O)OCCOCCOCCOCCOCCOCCO)[C@H](O)C2O)c(=O)n1 (stereo partly drawn)	81	77	49	91	19	25	52	111
COc1cccc(OC(C)(C)Cc2ccccc2)c1	90	96	112	112	101	101	107	105
O/N=C/c1cc[n+](CCC[n+]2ccc(/C=N/O)cc2)cc1	101	.	113	114	97	108	112	122
COc1ccc(/C(C)=N/N=C2C(=O)N(C)c3ccc(Br)cc32)cc1S(N)(=O)=O	53	70	29	57	58	75	90	40
Cc1nn(-c2ccccc2)c2nc3c(cc12)C(=O)CCC3	63	89	99	.	78	98	100	105
CC(C)CCn1cnc2c(SCC(=O)O)nc(N)nc21	99	115	115	112	93	105	112	112
O=C(NCCC1CNC2CCCCC12)C1CCN(C(=O)C2CCC(Cl)CC2)CC1 (stereo not drawn)	90	104	103	92	92	94	111	100
CCOC(=O)c1cnc2c(-c3cccc(Br)c3)cnn2c1	78	98	.	84	81	108	106	98
C=C(C)[C@H]1C2=CC(C(=O)OC)=C(C[C@H](C(=C)C)[C@@H]3OC(=O)[C@]4(O[C@H]4[C@@H]1O)[C@@H]3N(C)C)O2	106	92	103	86	91	95	100	104
CCCCCCCCCCCCCCCCCCOc1ccc(CC(=O)OCC[N+]2(C)CCCCC2)cc1	93	92	112	100	91	95	106	108
COc1cccc(-c2nc(-c3ccc(N)cc3)co2)c1	105	.	110	88	99	97	111	115
CCCc1ccc(N)cc1	97	94	62	101	95	91	106	88
O=C(O)c1nc(-c2ccccc2)oc1N1CCOCC1	83	100	97	94	98	108	99	86
O=C(/C=C/c1ccco1)Nc1ncc(Cc2ccc(F)cc2)s1	49	22	24	45	16	29	48	11
O=S(CC(O)c1ccccc1)c1ccccc1 (stereo not drawn)	95	109	104	110	109	95	117	104
C=CC[n+]1cccc(S(=O)(=O)[O-])c1	.	95	106	101	93	95	110	108
COc1cc(-c2nc3cc(C)c(C)cc3n3c(C)cc(=O)n23)cc(OC)c1OC	98	91	109	100	96	102	121	98
O=C1c2cc(Br)ccc2Oc2cc([N+](=O)[O-])ccc2N1c1ccc(I)cc1F	100	105	.	101	97	93	113	101
CCc1c(C)nc2[nH]ncn2c1=O	99	.	92	110	97	97	102	91
CCOC(=O)CSc1nnc(N)s1	92	101	104	94	101	95	105	96
CCSCC1CC(O)(c2ccccc2)C(c2ccccc2)C(c2ccc(Cl)cc2)O1 (stereo not drawn)	-7.7*	36	1.9*	-26*	0.0*	-85*	-19*	-11*
COc1ccc2c(c1)-c1c(OC)c(OC)cc3c1C(C2)OCC3 (stereo not drawn)	76	90	93	95	63	88	110	74

Brought forward from above: 7 compounds, then new ones.
SMILES	T-47D	MDA-MB-468	BT-549	MDA-MB-231	MCF7	LOX IMVI	SK-MEL-28	HS 578T
C=CC[n+]1cccc(S(=O)(=O)[O-])c1	.	95	106	101	93	95	110	108
COc1cc(-c2nc3cc(C)c(C)cc3n3c(C)cc(=O)n23)cc(OC)c1OC	98	91	109	100	96	102	121	98
O=C1c2cc(Br)ccc2Oc2cc([N+](=O)[O-])ccc2N1c1ccc(I)cc1F	100	105	.	101	97	93	113	101
CCc1c(C)nc2[nH]ncn2c1=O	99	.	92	110	97	97	102	91
CCOC(=O)CSc1nnc(N)s1	92	101	104	94	101	95	105	96
CCSCC1CC(O)(c2ccccc2)C(c2ccccc2)C(c2ccc(Cl)cc2)O1 (stereo not drawn)	-7.7*	36	1.9*	-26*	0.0*	-85*	-19*	-11*
COc1ccc2c(c1)-c1c(OC)c(OC)cc3c1C(C2)OCC3 (stereo not drawn)	76	90	93	95	63	88	110	74
Oc1ccc(CSc2nnc(-c3ccc(Br)cc3)n2-c2ccccc2)c2cccnc12	48	36	40	59	11	36	41	13
O=C1[C@H]2Cc3c([nH]c4ccccc34)[C@@H](c3ccc(Br)cc3)N2C(=O)CN1C1CCN(Cc2ccccc2)CC1	19	-4.0*	93	49	6.5*	.	70	37
Fc1ccc2c(c1)c(-c1nc(-c3c[nH]c4ncccc34)cs1)cn2CCCN1CCOCC1	38	18	69	36	22	33	75	38
COc1ccc(OC)c(/C=C/c2nc(=S)n(-c3ccc(Cl)cc3)[nH]2)c1	72	39	67	87	32	.	73	99
O=c1[nH]c2ccccc2cc1CSc1ccccc1Nc1nccc(-c2ccc3ccccc3c2)n1	74	83	106	79	63	91	107	82
COc1c(O)cc2oc3cc(O)c(CC=C(C)C)c(O)c3c(=O)c2c1CC=C(C)C	48	71	105	40	17	0.2*	88	73
Nc1nc(N)c(N=Nc2ccc(S(=O)(=O)Nc3nccs3)cc2)cc1N=Nc1ccccc1	84	70	83	93	80	92	111	93
CCCC(=O)Oc1cc(C)c2sc(=O)[nH]c2n1	96&102	104&95	102&93	112&95	89&102	97&92	121&106	95&96
CC1Cc2cc(F)ccc2-n2cccc21 (stereo not drawn)	102	136	111	94	107	92	107	.
COC(=O)Nc1ccc(-c2nc(-c3cccc(OC)c3)c(-c3ccnc(Br)c3)[nH]2)cc1	22	39	73	65	33	24	62	33
CCCCCCCCN(CCCCCCCC)C(=O)CCl	90	80	98	104	100	-63*	110	85
Cc1ccc2oc(=O)cc(-c3cc(-c4cc5cc(Br)ccc5oc4=O)nc(N)c3C#N)c2c1	61	81	56	61	63	26	55	70
CCOC(=O)c1c(C)oc2ncnc(N3CCN(CC(=O)Nc4ccc(OC)cc4)CC3)c12	92	115	87	93	104	97	122	91
COC(OC)C1(C)NC(=O)N(C)C1=O (stereo not drawn)	92	108	109	115	96	95	112	96
[2H]C([2H])([2H])Oc1ccc(F)cc1/C=C/C(=O)/C=C(/C=C/c1cc(F)ccc1OC([2H])([2H])[2H])OB(F)F	54	70	88	98	37	57	94	92
S=c1[nH]nc(-c2cc3ccc2CCc2ccc(cc2)CC3)n1Cc1ccccc1	104	105	104	97	96	99	110	120
CCOC(=O)C1C(=O)C=C(c2ccc(Cl)cc2)CC1c1sc(N(C)Cc2ccccc2)nc1Cl (stereo not drawn)	58	58	89	85	82	87	96	68
COc1cc2oc(-c3ccc(NC(=O)c4ccc(Br)cc4)cc3)cc(=O)c2c(OC)c1OC	96	114	106	105	87	95	105	116
CC(=O)Nc1c(I)cc(I)c(C(=O)O)c1I	105	101	105	103	.	92	111	113
COCCOCCOCc1n(Cc2ccc3ccccc3n2)c2ccccc2[n+]1Cc1ccc2ccccc2c1	4.8*	-50*	-9.6*	8.6*	4.9*	-76*	8.7*	20
CCC(C(=O)O)=C1CCCCC1	113	99	103	97	112	82	105	105
CCCCCCCOc1cccc(/C=C2\N=C3SCCCN3C2=O)c1	-16*	89	100	88	92	96	100	109
CC(=O)c1nn(-c2ccccc2)c2nc3nccc(-c4cc5c(ccc6ccccc65)oc4=O)c3c(=O)n12	105	115	101	87	101	89	104	88
CCOc1ccc(NC(=O)C(C)O)cc1 (stereo not drawn)	95	103	99	102	106	99	114	102
O=C(Cn1c2ccccc2c2ccncc21)N/N=C/c1c[nH]c2ccccc12	90	43	94	20	38	33	57	53
COc1cc(/C=N/O)ccc1O	106	104	103	102	98	108	105	124
CCc1ccc(-n2cc(COc3ccc(CNC(=O)CCCC/C=C/C(C)C)cc3OC)nn2)cc1	80	82	111	78	88	89	115	99
N#Cc1c(N2CCCCC2)nc2c(c1C#N)CCc1ccccc1-2	94	92	107	99	81	96	96	97
Fc1ccc(-c2cc3nc(C(Cl)Cl)nc(-c4cccs4)n3n2)cc1	25	-47*	92	-15*	4.0*	95	24	-5.6*
COc1ccc(Nc2nc(NCCNc3ccnc4cc(Cl)ccc34)nc(N3CCOCC3)n2)cc1	110	24	84	25	56	40	-81*	66
O=C1/C(=C/c2ccc(Cl)cc2)Sc2ccc(F)cc21	86	89	109	92	70	90	103	87
C(=N\Nc1nc(N/N=C/c2ccc3c(c2)OCO3)nc(N2CCOCC2)n1)/c1ccc2c(c1)OCO2	76	68	94	100	69	70	87	83
COC(=O)c1cc(I)ccc1O	43	105	108	119	98	98	113	108
N/C(=N\C(N)=N\c1nc2ccccc2s1)c1ccccn1	91	107	104	107	94	97	102	118
CS(=O)(=O)c1ccc(-c2cnn3ccc(-c4cccc(S(=O)(=O)C5CC5)c4)nc23)cc1	-6.1*	28	53	53	18	44	70	46
CC[C@]12C=CCN3CC[C@@]4(c5cc(Nc6cc(O)c7c(=O)cc(-c8ccccc8)oc7c6)c(OC)cc5N(C)[C@H]4[C@@](O)(C(=O)OC)[C@@H]1OC(C)=O)[C@@H]32	45	71	91	52	54	64	100	64
CC(CCC(=O)O)[C@H]1CCC2C3C(=O)C[C@@H]4CC(=O)CC[C@]4(C)C3CC(=O)[C@@]21C (stereo partly drawn)	97	112	112	91	105	93	119	105
COc1ccc(-c2c(-c3nc4ccccc4s3)c(N)nc3c(C#N)c(Nc4ccccc4)nn23)cc1	78	105	102	88	96	89	109	95
CCOC(=O)c1ccc(Nc2sc(C(=O)c3ccc(Br)cc3)c(N)c2C#N)cc1	28	1.5*	51	53	9.0*	39	36	21
CS(=O)(=O)Cc1cnc(C2OCCO2)s1	129	98	98	109	96	100	105	106
[O-][n+]1onc(-c2ccccc2)c1N1CCOCC1	90	98	104	97	91	97	101	93
CC(Cc1ccccc1)(C1=N[C@H](c2ccccc2)CO1)C1=N[C@@H](c2ccccc2)CO1 (stereo partly drawn)	90	78	92	92	91	.	104	82
CCOC(=O)CC1CSC(c2ccc(C(F)(F)F)cc2)=N1 (stereo not drawn)	100	98	114	113	89	95	101	108
O=C(Nc1ccc(NC(=O)c2cc(S(=O)(=O)NC3CCCCC3)c(O)c(O)c2O)cc1)c1cc(S(=O)(=O)NC2CCCCC2)c(O)c(O)c1O	92	105	95	92	94	77	97	84
COc1cc(-c2nnc(-c3nc(-c4cc(OC)c(OC)c(OC)c4)n4ccccc34)o2)cc(OC)c1OC	67	106	68	95	97	72	111	52
CN1CCC(N)=NC1=O	105	145	104	85	94	97	110	97
Cc1ccc2c(c1Cl)C(=O)c1ccccc1C2=O	93	114	103	91	102	106	113	112
CCN1OC(=O)N(c2ccccc2)C1c1ccccc1 (stereo not drawn)	110	104	100	116	105	101	100	93
COc1ccc2c(c1)N(CCO)C1=C(C(=O)CCC1)C2c1ccccc1 (stereo not drawn)	84	91	99	109	91	98	100	112
CC(C)CCc1ccc(O)cc1	107	123	86	105	103	101	104	99
Cc1noc(C)c1C(=O)Nc1n[nH]c(C)c1-c1ccccc1	102	63	76	103	.	94	117	98
CC(C)CCC[C@@H](C)[C@H]1CCC2C3=CCn4c(=O)ccc(=O)n4C3CC[C@@]21C (stereo partly drawn)	-75*	-49*	-31*	-89*	-93*	-89*	-93*	-12*
Cc1nc(Cl)nc(Cl)c1[N+](=O)[O-]	112	96	113	111	98	105	106	.
CC(=O)NCCCOc1ccc([N+](=O)[O-])cc1Cl	95	98	95	106	99	97	130	103
CC1=NN(c2ccccc2Cl)C(=O)/C1=C\c1cn(S(=O)(=O)c2ccc(C)cc2)c2ccccc12	91	119	112	85	113	97	125	116
